MITF primary – inhibitors of human MITF; AlphaScreen MITF homodimerization, bead proximity signal; inhibition, % at 2.6 µM; 0.91% of 650,000 active; in the data active = inhibition above about 50%;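 also: 0% = vehicle wells with protein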
Target sequence (O75030 whole entry, looked up): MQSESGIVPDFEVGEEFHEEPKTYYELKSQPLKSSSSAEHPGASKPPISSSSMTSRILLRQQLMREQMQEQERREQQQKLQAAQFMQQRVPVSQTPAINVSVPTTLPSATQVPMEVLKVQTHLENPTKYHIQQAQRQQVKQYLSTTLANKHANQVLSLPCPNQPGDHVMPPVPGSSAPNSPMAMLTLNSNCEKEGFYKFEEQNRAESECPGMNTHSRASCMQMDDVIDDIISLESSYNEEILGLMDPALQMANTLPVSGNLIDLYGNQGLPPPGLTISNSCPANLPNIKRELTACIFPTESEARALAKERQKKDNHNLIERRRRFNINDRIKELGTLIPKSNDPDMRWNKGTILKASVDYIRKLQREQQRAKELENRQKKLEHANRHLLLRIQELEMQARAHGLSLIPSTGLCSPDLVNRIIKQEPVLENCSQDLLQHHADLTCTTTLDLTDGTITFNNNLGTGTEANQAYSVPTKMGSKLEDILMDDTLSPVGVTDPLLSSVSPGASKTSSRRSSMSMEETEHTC
GPR151 activ – human GPR151 activation | Q8TDV0 | PathHunter beta-arrestin GPR151 cells, luminescence | activation, % at 11.2 µM | 1% of 650,000 active | AID 1508602; in the data active = activation above about 4.9%;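 also: 0% = median of compound wells and 100% = cells with positive control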
Target sequence (Q8TDV0 whole entry, looked up): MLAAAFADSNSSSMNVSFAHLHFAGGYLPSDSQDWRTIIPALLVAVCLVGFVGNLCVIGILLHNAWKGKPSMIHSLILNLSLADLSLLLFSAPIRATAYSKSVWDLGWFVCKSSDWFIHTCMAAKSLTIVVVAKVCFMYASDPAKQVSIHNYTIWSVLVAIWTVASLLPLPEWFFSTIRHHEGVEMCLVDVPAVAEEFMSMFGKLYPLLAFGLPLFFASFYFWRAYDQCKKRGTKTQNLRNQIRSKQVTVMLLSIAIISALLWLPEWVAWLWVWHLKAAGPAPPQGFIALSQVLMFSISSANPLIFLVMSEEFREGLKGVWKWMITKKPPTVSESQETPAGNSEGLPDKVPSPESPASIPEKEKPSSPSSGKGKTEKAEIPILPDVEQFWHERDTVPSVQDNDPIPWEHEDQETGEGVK
TEAD-YAP inh – TEAD-YAP interaction inhibition; inhibition, % at 9.12 µM; HEK-TIYL cells, TEAD-Gal4/YAP UAS-luciferase luminescence; 1.4% of 640,000 active; in the data active = inhibition above about 32%;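 also: 0% = median of test compound wells and 100% = reference inhibitor wells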
FBW7 act – activators of human E3 ligase FBW7; Q969H0; normalized activity (activation), % at 26.1 µM; AID 1259310; 0.13% of 650,000 active; AlphaScreen FBW7–phospho-cyclin E peptide binding, activator screen; in the data active = normalized activity above about 1.9%;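 also: purified mutant Fbw7 with reduced substrate affinity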
* = called active by the depositor.

SMILES	MITF primary	GPR151 activ	TEAD-YAP inh	FBW7 act
CN1CCC(N2CCC(Oc3cccc(C(=O)N(CCO)CCO)c3)CC2)CC1	-12	-0.5	3	-0.1
Cc1ccc(C(=O)OCc2c(C)noc2C)c(C)c1	-1	2.7	-10	0.0
CC12CCC(C(=O)O)(C/C1=N\N)C2(C)C (stereo unspecified)	3	-0.9	6	-0.1
CCOC(=O)Cc1n[nH]c(=S)n1Cc1ccco1	8	1.2	-3	0.0
O=C(Cc1n[nH]c(=O)[nH]c1=O)N/N=C/c1c(O)ccc2ccccc12	12	0.6	6	-0.6
CC(=O)c1c(C)oc2ccc(N(C(=O)c3ccccc3Cl)S(=O)(=O)c3ccc(Br)cc3)cc12	6	0.1	3	0.0
Cc1ccc2nc(NS(=O)(=O)c3ccc(Cl)cc3)c(Nc3ccc4[nH]c(=O)[nH]c4c3)nc2c1	8	3.1	8	0.0
CCOc1ccc(-c2csc(NC(=O)COc3c(C)ccc(C)c3C)n2)cc1	3	-0.3	-18	0.2
O=C(NCC1CCCO1)C1CCC(Cn2c(SCc3ccc([N+](=O)[O-])cc3)nc3ccccc3c2=O)CC1 (stereo unspecified)	2	-0.8	-2	0.0
Cc1cccc(C(=O)Nc2sc3c(c2C(=O)NC(C)C)CCCC3)c1	6	-0.5	-1	0.3
CCC(CO)Nc1ccc2ncc(-c3ccco3)n2n1 (stereo unspecified)	20	0.1	33*	0.1
COc1ccc(C(=O)N2CCN3C(=O)[C@@H]4CSCN4C(=O)[C@H]3C2)cc1	8	-0.5	8	0.5
CCc1ccccc1N(CC(=O)NC)S(=O)(=O)c1ccccc1	-3	-0.2	8	-0.1
CCOC(=O)c1ccccc1NC(=O)CN(c1ccc(OC)c(Cl)c1)S(C)(=O)=O	13	-0.4	-3	0.1
COc1ccc(C2CC(=O)C3=C(C2)Nc2ccccc2NC3c2coc3ccccc3c2=O)cc1OC (stereo unspecified)	-7	-0.5	-6	0.2
COc1cc(NS(=O)(=O)c2ccc(Nc3nc(-c4sc(C)nc4C)cs3)cc2)nc(OC)n1	11	-1.2	0	0.3
CCCOc1ccc(C2C3=C(CC(C)(C)CC3=O)Nc3ccccc3N2C(C)=O)cc1OC (stereo unspecified)	-2	-1.9	-4	-0.1
CCOC(=O)C1=C(C)N=c2s/c(=C\c3ccc(-c4ccc(C)c([N+](=O)[O-])c4)o3)c(=O)n2C1c1ccc(Cl)cc1 (stereo unspecified)	-7	-1.1	-14	0.1
COc1ccc(S(=O)(=O)N(C)CCc2ccc(OC)c(OC)c2)cc1	2	0.4	1	0.2
CC(C(=O)Nc1ccc(Br)cc1)N1C(=O)C2CC=C(Cl)CC2C1=O (stereo unspecified)	-8	-0.6	-1	0.1
C=C1C2CC(O)C(C)(O)C1CCC2(C)C (stereo unspecified)	-5	-1.2	-3	-0.1
Cn1c(=O)c2c(-c3ccccc3F)c3c(nc2n(C)c1=O)-c1ccccc1C3O (stereo unspecified)	9	0.1	-1	0.0
Cc1cc(C)n2nc(CNS(=O)(=O)c3cccc([N+](=O)[O-])c3)nc2n1	-3	-0.8	4	-0.1
CCCCN(CC)C(=O)C1c2cc(OC)c(OC)cc2C(=O)N(C)C1c1ccccc1F (stereo unspecified)	2	-0.5	2	0.8
O=C(CSc1nnc(-c2ccccc2)n1-c1ccccc1)Nc1ccc2nc(SCC(=O)Nc3ccccc3F)sc2c1	7	-0.9	5	0.1
O=C(N/N=C/c1cccnc1)c1ccc([N+](=O)[O-])cc1Cl	5	0.4	16	0.2
CCC(=O)Nc1cc(OC)c(Cl)cc1OC	0	-0.9	-3	0.2
Cc1ccccc1NC(=O)CSc1nc2c(oc3ccccc32)c(=O)n1C	-9	1.0	2	0.0
CC1(C)[C@H]2CC=C(CN3CCC4(CC3)CC4C(=O)NCc3ccccc3)[C@@H]1C2 (stereo partly specified)	-8	0.4	3	-0.2
O=C(CC(SCc1ccco1)c1ccc([N+](=O)[O-])cc1)c1cccs1 (stereo unspecified)	6	-0.2	-2	-0.2
Cn1ccnc1SCC(=O)Nc1ccc(F)c([N+](=O)[O-])c1	3	-0.1	5	0.0
CN(C)c1cccc(Nc2nc(NC3CC3)c3[nH]cnc3n2)c1	5	2.0	-6	-0.3
COc1cccc(C(=O)NC(c2ccccc2OC)c2cc(Cl)c3cccnc3c2O)c1 (stereo unspecified)	4	-0.7	41*	-0.4
CN(C)c1ccc(/C=C(\C#N)C(=O)OCC(=O)N(Cc2ccccc2)C(C)(C)C)cc1	2	0.7	0	0.0
O=C(NCCSC1CCCCC1)c1ccc(Cl)c(S(=O)(=O)N2CCOCC2)c1	17	-2.4	25	0.5
COc1ccc(CCNC(=O)CCc2cn(C)c3ccccc23)c(OC)c1	-12	-0.3	-1	-0.3
COc1ccccc1-c1noc(CCC(=O)Nc2ccc(NC(C)=O)cc2)n1	19	-0.9	0	0.1
CC1(C)CC(=O)c2sc(NC(=O)CS(=O)(=O)Cc3ccccc3)nc2C1	3	-0.5	7	-0.2
Nc1cccc(-c2nc3ccc(Oc4ccc5nc(-c6cccc(N)c6)[nH]c5c4)cc3[nH]2)c1	6	0.3	-3	-0.1
O=C(N/N=C/c1ccc(O)cc1O)c1ccc(-c2ccccc2)cc1	6	0.1	45*	-0.4
Cc1ccc(CNS(=O)(=O)c2ccc(C)s2)cc1	-11	-1.1	7	0.1
COc1cccc(-c2cc(N)n(S(=O)(=O)c3cccc([N+](=O)[O-])c3)n2)c1	5	-0.3	9	-0.1
COc1cc2nc(SCC(=O)Nc3ccc(C)c(F)c3)n3nc(C)nc3c2cc1OC	-1	-0.8	-1	0.1
Cn1c(=O)c2c(nc(NCCc3ccccc3)n2Cc2ccc(Br)cc2)n(C)c1=O	1	0.2	-8	0.0
CCC(CC)C(=O)Nc1nnc(SCC(=O)NC2CCCC2)s1	61*	0.0	3	-0.1
CC[C@@H](Cn1ncc2ccccc2c1=O)NC(=O)C1CC1	5	-0.5	7	0.3
COc1ccc2nc(NC(=O)C(F)F)sc2c1	-1	-0.3	6	0.1
O=C(Cc1ccccc1[N+](=O)[O-])Nc1ccccc1C(=O)NC1CCCCC1	-21	-1.5	-11	-0.2
Nc1c(C(=O)N2CCOCC2)sc2nc3cc4c(cc3cc12)OCCO4	12	-0.4	0	1.0
COc1cccc(OCC(=O)Nc2cccc(C)n2)c1	-3	1.0	-42	0.1
Cc1cc(OCC(=O)Nc2ccccn2)ccc1Cl	-4	3.1	64*	0.4
CCOC(=O)Nc1ccc(NC(=O)c2ccc(C)cc2)cc1	-4	1.7	1	0.0
Cc1csc(/C(C#N)=C/c2sccc2C)n1	7	0.6	-41	-0.2
Cc1sc(NC(=O)c2ccc([N+](=O)[O-])cc2)nc1-c1ccccc1	-4	2.0	-4	-0.2
Cc1ccccc1OCC(=O)NCCSc1ccccc1	3	-0.4	-21	0.1
CC(C)NC(=O)CC1SC(N)=NC1=O (stereo unspecified)	5	1.0	-2	0.1
O=S(=O)(NCCc1cn2ccccc2n1)c1cccs1	5	1.0	-6	-0.1
O=C(Cn1nnc2ccccc2c1=O)N1CCN(c2ccccc2)CC1	6	0.4	-7	-0.1
Cc1ccc(-c2cc(C(F)(F)F)n3nc(C(=O)Nc4ccc(C)cc4C)cc3n2)cc1	-1	0.9	7	-0.1
COc1cccc(C(c2ccccn2)N(C)C(=O)C2CCN(C(=O)N3CCCC3)CC2)c1 (stereo unspecified)	6	-0.3	-4	0.2
The list continues:
SMILES	MITF primary	GPR151 activ	TEAD-YAP inh	FBW7 act
COc1ccc(-c2nc(-c3ccccc3)c(-c3cccs3)[nH]2)cc1O	5	1.6	6	0.1
COC(=O)c1ccc2nc(NC(=O)c3cc(Cl)ccc3Cl)sc2c1	1	-3.7	1	0.2
CCOC(=O)C1=C(c2ccccc2)N=c2s/c(=C/c3cc([N+](=O)[O-])ccc3N3CCN(C)CC3)c(=O)n2C1c1ccc(OC)c(OC)c1 (stereo unspecified)	4	-1.1	10	-0.1
COc1ccc(OC)c(Cc2nnc(CCC(=O)NCCCSC)o2)c1	16	-2.9	-46	0.1
NC(=O)c1ccc(-n2nnnc2SCc2ccccc2)cc1	-13	-0.4	3	0.1
COC(=O)C1=C(CSc2nncn2C)NC(=O)NC1c1cc(C)ccc1C (stereo unspecified)	0	-0.4	1	-0.2
CCC1CN(CC(=O)NCc2n[nH]c3c2CCC3)Cc2cc(OC)ccc2O1 (stereo unspecified)	7	-1.2	11	0.1
NC(=O)N1CCCC1C(=O)NNC(=O)c1cc(-c2ccccn2)nc2ccccc12 (stereo unspecified)	17	3.1	2	-0.1
O=C1NC2(CCCC2)N=C1c1ccc(Cl)cc1Cl	5	-0.2	-8	-0.1
CC(C(=O)NCc1ccc(Cl)cc1)n1c(=O)c2cccn2c2cccnc21 (stereo unspecified)	-2	3.0	2	-0.1
O=C(N/N=C/c1ccccc1O)C(=O)Nc1ccc(Br)cc1	10	0.6	-7	0.2
CCCCOc1ccc(C(=O)N(CCCCN2C(=O)c3ccccc3C2=O)c2ccc(Cl)cc2)cc1	1	1.3	13	0.0
COc1cccc(OC)c1C(=O)N1CCN(C(C)C)CC1	10	0.2	3	-0.2
Cc1ccc2occ(CN3CCc4nnc(C(C)C)n4CC3)c(=O)c2c1	11	0.7	5	0.1
Clc1nc(Nc2ccccc2)c2ncn(-c3ccsc3)c2n1	13	-1.2	-68	0.5
CCCCOc1ccc(OCCCN2CCN(C)CC2)cc1	0	-0.2	-7	-0.1
COc1cc(/C=C/C(=O)OCC(=O)NC(C)(C)C)cc(OC)c1OC	-10	1.2	-1	-0.1
NS(=O)(=O)c1ccc(NC(=O)/C=C/c2ccccc2[N+](=O)[O-])cc1	-1	2.3	-6	-0.1
COc1ccc(C2/C(=C(/O)c3ccccc3)C(=O)C(=O)N2CC(C)O)cc1 (stereo unspecified)	-8	-0.5	4	0.0
c1ccc(CCc2nnc3n2CCN(Cc2cccn2-c2nccs2)CC3)cc1	-1	-1.3	-1	0.6

Gathered by group: the entries above with fluorine.
SMILES	MITF primary	GPR151 activ	TEAD-YAP inh	FBW7 act
Cn1c(=O)c2c(-c3ccccc3F)c3c(nc2n(C)c1=O)-c1ccccc1C3O (stereo unspecified)	9	0.1	-1	0.0
CCCCN(CC)C(=O)C1c2cc(OC)c(OC)cc2C(=O)N(C)C1c1ccccc1F (stereo unspecified)	2	-0.5	2	0.8
O=C(CSc1nnc(-c2ccccc2)n1-c1ccccc1)Nc1ccc2nc(SCC(=O)Nc3ccccc3F)sc2c1	7	-0.9	5	0.1
Cn1ccnc1SCC(=O)Nc1ccc(F)c([N+](=O)[O-])c1	3	-0.1	5	0.0
COc1cc2nc(SCC(=O)Nc3ccc(C)c(F)c3)n3nc(C)nc3c2cc1OC	-1	-0.8	-1	0.1
COc1ccc2nc(NC(=O)C(F)F)sc2c1	-1	-0.3	6	0.1
Cc1ccc(-c2cc(C(F)(F)F)n3nc(C(=O)Nc4ccc(C)cc4C)cc3n2)cc1	-1	0.9	7	-0.1

(more compounds)
SMILES	MITF primary	GPR151 activ	TEAD-YAP inh	FBW7 act
O=C(O)CC(Nc1nc2ncn(Cc3ccccc3)c2c(=O)[nH]1)C(=O)O (stereo unspecified)	-5	2.0	-3	0.0
Cc1cc2c(cc1C)CN(c1cccc(C(=O)NN)c1)C2	-7	2.5	38*	-0.1
COc1cccc(C2(CC(=O)N(C)Cc3cccs3)CC(=O)N(CCN(C)C)C2=O)c1 (stereo unspecified)	-7	-0.1	0	0.1
CCCOc1ccccc1/C=C1\SC(N2CCN(C(C)=O)CC2)=NC1=O	-14	-0.8	6	-0.2
Brc1ccc(-c2nn[nH]n2)cc1	-13	2.1	-8	-0.1
COc1ccccc1NC(=O)c1c(NCc2cccs2)sc2c1CCCC2	12	1.2	-2	-0.1
CCOC(=O)N1CCN(c2ncnc3c2cnn3-c2ccc(C)cc2C)CC1	21	-1.5	-6	0.9
COc1ccc(O)c(C(=O)c2cn[nH]c2)c1	13	-0.6	5	0.2
CCC(=O)NS(=O)(=O)c1ccc(C)cc1	0	0.4	4	0.1
CCc1nc(N2CCN(C(C)=O)CC2)c2c3c(sc2n1)CCCC3	3	-1.1	1	0.0
CN(C(=O)Cn1nc2n(C)c3ccccc3n2c1=O)C1CCCCC1	-5	-0.3	15	0.1
CC1CCC2=NN(C(=O)c3ccncc3)C(O)(C(F)(F)F)C2C1 (stereo unspecified)	16	-1.4	-17	0.8
CCN1c2ncccc2C(=O)NC12CCN(C(=O)C(C)C)CC2	-2	-0.8	9	0.1
O=C(NCc1ccc2c(c1)OCO2)c1cc2c(s1)CSC2	13	-0.1	2	0.1
CC(=O)c1ccc(N2CCN(C(=O)c3ccc4c(c3)OCO4)CC2)cc1	-11	-0.2	-8	0.0
COC(=O)c1ccsc1NC(=O)c1ccc(C)c(C)c1	8	-1.4	-7	0.2
COc1ccc(C2(O)CSC3=C(C#N)C(c4cccc(O)c4)CC(=O)N32)cc1OC (stereo unspecified)	-7	-0.5	-8	-0.1
O=C(CCc1nnc(Cc2cccc(C(F)(F)F)c2)o1)N1CCC[C@H]1CO	4	-1.0	-16	-0.1
CCOc1ccccc1N/C(SCc1ccc(Cl)cc1)=C(/C#N)C(=O)NCCc1ccc(OC)c(OC)c1	8	0.7	-8	-0.4

Shown as comma-separated lines: entries from further up
SMILES,MITF primary,GPR151 activ,TEAD-YAP inh,FBW7 act
COc1cccc(C2(CC(=O)N(C)Cc3cccs3)CC(=O)N(CCN(C)C)C2=O)c1 (stereo unspecified),-7,-0.1,0,0.1
CCCOc1ccccc1/C=C1\SC(N2CCN(C(C)=O)CC2)=NC1=O,-14,-0.8,6,-0.2
Brc1ccc(-c2nn[nH]n2)cc1,-13,2.1,-8,-0.1

From PubChem

Compounds were not picked by outcome; about 3.4% have a hit in one of these screens.
